D1 ag – activates the human D1 dopamine receptor; P21728; HEK293 T-REx D1 cells, calcium flux, agonist mode; activation, % at 2 µM; hit rate 1% among 360,000; also: 0% is about no effect
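Inducible HEK293 T-REx D1 cells, force-coupled to calcium signalling, were plated at 4000 cells/well with tetracycline and held overnight at 30 C. After no-wash calcium dye loading, compound-evoked calcium rise over 180 s flagged agonists.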
TRHR PAM – TRH receptor (human) allosteric enhancement; P34981; TRHR cells, fluo-8 calcium fluorescence, EC20 TRH enhancement; enhancement, % at 2 µM; hit rate 0.66% among 360,000; in the data active = enhancement above about 30%; also: 0% is about no effect
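Enhancer read-out: after compound pinning and an initial kinetic agonist-mode read, an EC20 of TRH (10 nM final) was injected and fluo-8 calcium signal (Ex 480/Em 530) followed at 1 s/cycle for 100 cycles in TRHR-expressing cells.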
D2 antag – antagonists of human D2 dopamine receptor; P14416; HEK293 TREx D2 cells, calcium flux, dopamine EC80; inhibition, % at 10 µM; hit rate 2% among 340,000; AID 485344; in the data active = inhibition above about 30%; also: 0% is about no effect
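Tetracycline-induced HEK293 TREx cells expressing D2 receptor forced-coupled to calcium signalling, loaded with no-wash calcium dye. Compounds added and calcium flux read 180 s, then dopamine added at EC80 and read a further 180 s.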
D1 PAM – human D1 dopamine receptor positive modulation; AID 504651; hit rate 0.036% among 360,000; P21728; potentiation, % at 10 µM; HEK293 TREx D1 cells, calcium flux, dopamine EC20 potentiation; in the data active = potentiation above about 30%; also: 0% is about no effect
D2 potentiator – D2 dopamine receptor (human) potentiation | P14416 | HEK293 T-REx D2, calcium flux, EC20 dopamine potentiation | potentiation, % at 10 µM | hit rate 0.34% among 340,000;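 active = potentiation over 3 SD above the plate norm, cut at about 30% in these data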; also: 0% is about no effect
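Potentiation of an EC20 dopamine calcium response is measured in a force-coupled, tetracycline-inducible Hek293 Trex D2 line. Compound-only kinetic reads over 180 s flag agonists before dopamine addition.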
TRHR ag – agonists of human TRH receptor; P34981; TRHR cells, calcium flux fluo-8, FDSS agonist mode; activation, % at 2 µM; hit rate 0.18% among 360,000; AID 493084; also: 0% is about no effect
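Read-out: compound-evoked intracellular calcium rise in TRHR cells, fluo-8 dye, kinetic FDSS fluorescence at 1 s/cycle following a 10-cycle baseline. Cells cultured overnight before dye loading (30 min–1.5 h, RT).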
RXFP1 antag – antagonists of human relaxin receptor RXFP1; Q9HBX9; HEK293-RXFP1, relaxin-stimulated cAMP HTRF, 30 min; hits give low values; activity change, negative = inhibition, % at 57.5 µM; hit rate 0.59% among 350,000;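 active = activity change of -60% or lower, but not beyond a set lower limit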; also: % is scaled to controls: 0 for no effect and ±100 for the full control effect
Target sequence (Q9HBX9 whole entry, looked up): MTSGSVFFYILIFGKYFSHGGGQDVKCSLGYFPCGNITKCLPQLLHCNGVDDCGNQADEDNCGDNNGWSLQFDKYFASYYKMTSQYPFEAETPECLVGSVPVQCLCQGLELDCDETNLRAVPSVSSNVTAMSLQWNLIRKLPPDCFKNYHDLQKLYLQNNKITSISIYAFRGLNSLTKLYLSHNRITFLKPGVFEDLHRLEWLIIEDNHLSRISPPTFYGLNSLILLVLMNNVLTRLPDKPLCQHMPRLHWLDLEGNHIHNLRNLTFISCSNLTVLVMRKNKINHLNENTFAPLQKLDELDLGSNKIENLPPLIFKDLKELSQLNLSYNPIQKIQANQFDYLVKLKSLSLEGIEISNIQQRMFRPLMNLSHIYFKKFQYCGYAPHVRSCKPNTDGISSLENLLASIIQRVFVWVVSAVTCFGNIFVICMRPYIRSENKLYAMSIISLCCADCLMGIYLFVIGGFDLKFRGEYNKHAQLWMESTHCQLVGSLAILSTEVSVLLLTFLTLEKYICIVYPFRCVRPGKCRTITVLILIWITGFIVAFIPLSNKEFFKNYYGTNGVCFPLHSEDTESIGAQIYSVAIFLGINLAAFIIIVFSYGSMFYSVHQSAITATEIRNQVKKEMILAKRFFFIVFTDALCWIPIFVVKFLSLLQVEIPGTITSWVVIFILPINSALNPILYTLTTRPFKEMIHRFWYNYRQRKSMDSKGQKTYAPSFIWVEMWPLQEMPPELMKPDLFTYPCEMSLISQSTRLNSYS
D1 antag – antagonists of human D1 dopamine receptor; P21728; HEK293 TREx D1 cells, calcium flux, dopamine EC80; hits give low values; activity change, negative = inhibition, % at 10 µM; hit rate 3.2% among 360,000; AID 504652; in the data active = activity change below about -30%; also: % is scaled to controls: 0 for no effect and ±100 for the full control effect
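HEK293 T-REx cells expressing inducible, force-coupled D1 receptor; no-wash Ca dye, 30–90 min RT. Cmpd → 180 s read at 1 Hz → EC80 DA → 180 s read.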
D2 agonist – D2 dopamine receptor (human) agonism; hit rate 0.53% among 340,000; activation, % at 2 µM; AID 485358; P14416; HEK293 T-REx D2 cells, calcium flux agonist mode;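 active = activation over 3 SD above normal in the single-dose calcium agonist read, cut at about 30% in these data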; also: 0% is about no effect
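Tetracycline-induced HEK293 T-REx cells with force-coupled D2 receptor, plated overnight at 30 C, loaded with no-wash calcium dye. After a 10 s baseline, compound was pin-added and calcium flux read kinetically for 180 s; calcium rises flagged agonists.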
Active calls of the source: *; . = not tested or not shown; & = joins results of further samples. Rule as the data show it, unless noted: active = activation above about 30%; inactive = the rest.

SMILES | D1 ag | TRHR PAM | D2 antag | D1 PAM | D2 potentiator | TRHR ag | RXFP1 antag | D1 antag | D2 agonist
COc1cccc(NC(=O)c2sc3nc(C)c(C(=O)Nc4ccc(C)cc4C)c(-c4ccccc4Cl)c3c2N)c1 | 9.9 | -2.3 | . | -0.4 | 13.5 | 1.1 | -10.4 | -30.7* | 0.3
NC(=O)COc1c(-c2ccccc2)oc2ccccc2c1=O | 0.4 | 0.7 | -2.7 | -1.1 | -0.2 | 0.0 | -13.1 | -1.0 | 0.3
On1c(-c2ccccc2)nc2ncccc21 | 1.8 | -10.9 | 4.2 | -0.8 | 5.7 | 0.4 | 10.0 | 5.2 | 1.5
Cc1c(C(=O)NC2CC(=O)N(c3ccc4c(c3)OCCO4)C2)cccc1[N+](=O)[O-] (stereo not drawn) | 0.4 | -5.2 | 20.0 | -0.1 | -13.5 | -0.3 | -9.8 | 13.5 | -0.4
O=C(OCCN1C(=O)c2ccccc2C1=O)c1ccc(S(=O)(=O)N2CCCCCC2)cc1 | 1.3 | 22.4 | 10.5 | -3.6 | 19.2 | 1.4 | 0.0 | 8.7 | 0.0
O=S(=O)(NCc1ccc2c(c1)OCO2)c1cccc(S(=O)(=O)N2CCOCC2)c1 | 0.4 | 4.4 | 6.6 | -4.6 | 1.0 | 0.6 | 5.3 | -9.1 | -0.8
COc1ccc(/C=C/C(=O)NCCC(=O)N2CCCN(C)CC2)cc1 | 4.5 | 0.6 | -4.1 | -14.3 | 4.1 | -1.4 | -5.2 | 5.3 | 2.6
COc1cccc(NC(=O)c2ccco2)c1 | 1.4 | 2.2 | 6.5 | 9.8 | -9.0 | 0.3 | -4.5 | 0.4 | 0.5
Cc1cccc(C2Nc3ccccc3C(=O)N2CCc2ccccc2)n1 (stereo not drawn) | 0.2 | -3.9 | 6.0 | -0.5 | 1.2 | 0.1 | 6.7 | -8.7 | -0.4
CN(C)c1ccc(/C=N/n2cnn(Cc3ccccc3Cl)c2=S)cc1 | 2.8 | -7.2 | 6.8 | -4.5 | -6.6 | -0.5 | 7.2 | -14.0 | 1.0
CC1(C)CC(=O)c2sc(NS(=O)(=O)c3ccc(F)cc3)nc2C1 | 2.7 | -0.7 | . | -6.8 | . | 0.8 | 5.1 | 9.5 | .
Cc1c(CN2CCC(n3nccc3NC(=O)C3CC3)CC2)[nH]c2ccccc12 | 0.0 | -8.6 | -11.4 | -5.5 | -7.3 | 1.2 | -0.1 | 8.4 | 2.5
COC(=O)[C@H](Cc1ccccc1)NC(=O)NCCc1ccc(OC)cc1 | 1.1 | -6.3 | 1.5 | -5.0 | -12.9 | 0.1 | -13.1 | 16.0 | 0.8
CSc1nnc(C)c(=O)n1COC(=O)/C=C/c1ccccc1 | 16.7 | -4.5 | 4.2 | -11.2 | 1.1 | -0.6 | -19.4 | -16.6 | 0.9
CC(=O)N1CCN(CC(=O)Nc2ccc(C)c(F)c2)CC1 | 2.7 | 47.8* | -6.8 | -10.3 | 3.9 | 0.1 | -5.0 | 1.9 | -0.6
CCOC(=O)c1sc(NC(=O)CSc2n[nH]c(-c3ccc(Cl)cc3Cl)n2)c(C#N)c1C | 9.7 | 13.1 | 5.9 | -4.5 | 31.2* | 0.4 | -4.4 | -7.5 | 0.2
CC12CCC(=O)N1C(C(=O)Nc1cccc(S(=O)(=O)N3CCCCCC3)c1)CS2 (stereo not drawn) | 11.4 | -2.8 | . | -1.1 | . | -0.5 | 13.1 | -4.6 | .
CN(c1ccc(C(=O)Nc2ccccn2)cc1)S(=O)(=O)c1ccccc1 | 4.5 | -1.1 | -0.4 | . | 1.3 | -0.6 | -4.6 | -1.5 | -0.3
Cc1nnc(SCC(=O)Nc2ccccc2)n1CCc1ccccc1 | 0.8 | 13.3 | -2.4 | -0.8 | 17.3 | -0.4 | 15.6 | -0.5 | -0.6
CC(C)OC(=O)CC1C(=O)NCCN1C(=S)NC(=O)c1cccs1 (stereo not drawn) | 1.9 | -4.8 | 20.8 | -6.2 | 12.1 | -0.3 | 4.2 | -7.9 | -0.8
Cc1ccc(CNCC(O)c2ccccc2)s1 (stereo not drawn) | 9.8 | 2.4 | -3.3 | -1.0 | -18.2 | 0.3 | 5.5 | -18.0 | 2.0
Cc1ccc(SC(C)c2nc(-c3cccnc3)no2)cc1 (stereo not drawn) | 7.0 | 15.0 | -1.7 | -1.4 | . | -1.6 | 7.3 | 12.1 | -0.7
CC1=NN(C(N)=S)C(=O)C1N=Nc1cccc(C(=O)O)c1 (stereo not drawn) | 1.0 | 14.3 | 27.7 | 0.6 | 9.0 | 0.0 | 15.8 | -17.2 | 0.2
O=C(NN(c1ccccc1)c1ccccc1)c1ccccc1F | 0.5 | 0.3 | -7.0 | -12.4 | 2.9 | 1.5 | -3.2 | 3.6 | 1.0
CCOc1cc(C)c(Cl)cc1S(=O)(=O)n1cnc2ccccc21 | 2.0 | -12.5 | 10.1 | -6.8 | -9.9 | 0.0 | 5.1 | -12.0 | -0.2
CN(C)C(=O)c1cc(C(=O)c2ccccc2C(F)(F)F)c[nH]1 | 7.7 | 13.0 | 4.2 | -0.5 | -10.2 | 0.0 | -21.9 | 6.8 | 0.4
O=C(NCc1ccccc1Cl)C(=O)NCC1OCCCN1S(=O)(=O)c1cccs1 (stereo not drawn) | 4.2 | 21.3 | -16.8 | -8.2 | -22.0 | -0.2 | 5.6 | 4.1 | 1.2
Cc1ccc(NC(=O)CN(C)S(=O)(=O)c2cccc3cccnc23)cc1C | 1.4 | -1.8 | 8.8 | -2.5 | -9.1 | -0.9 | 0.0 | 12.1 | 0.0
Cc1c(Br)c(C(F)(F)F)nn1CC(=O)NCCN1CCOCC1 | -1.0 | -3.5 | -7.3 | 4.4 | -0.9 | -2.0 | -10.4 | 8.7 | -1.2
O=c1c2sc3ccccc3c2n(Cc2cccc(Cl)c2)c(=O)n1Cc1ccccc1 | 3.7 | -3.3 | . | 0.7 | -8.6 | 3.2 | . | -0.1 | 1.5
c1ccc(CCNc2ncnc3nc[nH]c23)cc1 | 11.4 | 14.3 | -10.6 | -13.7 | -5.8 | 1.0 | -5.8 | 3.9 | 2.2
CC1CCc2sc3ncnc(N4CCN(CCO)CC4)c3c2C1 (stereo not drawn) | 2.3 | 2.9 | -5.0 | -3.5 | 6.8 | 0.6 | -11.3 | 8.5 | 0.4
CC(C)(C)c1ccc(S(=O)(=O)/N=C2\C=C(NS(=O)(=O)c3ccccc3)C(=O)c3ccccc32)cc1 | 1.4 | 4.4 | -1.0 | 6.1 | 7.0 | -0.9 | 2.3 | -11.3 | 0.5
CCn1c(COc2ccc(C)cc2)nnc1SCC(=O)C(C)(C)C | 6.8 | 0.9 | . | 0.0 | 23.7 | -0.1 | -4.3 | -3.9 | .
COc1ccc(N2CCN(C(=O)CSc3nnc4c(C)cc5ccc(C)c(C)c5n34)CC2)cc1 | -1.3 | 11.2 | 9.0 | 1.1 | 13.4 | -0.9 | -12.8 | 4.7 | 0.8
C=CCOc1ccc(/C=N/NC(C)=O)cc1OCC | 1.3 | 1.2 | 7.1 | -0.1 | 12.9 | -0.1 | 5.2 | 3.7 | 0.2
CCOc1nc(NCc2ccco2)nc(Nc2ccc(OC)cc2)n1 | 3.5 | 7.6 | -10.3 | -5.2 | -6.7 | -3.1 | -4.7 | 1.5 | -0.5
Cc1cccc(NC(=O)c2cc3n(n2)C(C(F)(F)F)CC(C2CC2)N3)c1C (stereo not drawn) | 5.0 | -5.5 | -6.0 | 5.7 | -1.4 | 0.1 | -6.8 | -0.2 | -0.6
FC(F)(F)c1ccccc1NC(=S)NC1CCN(Cc2ccccc2)CC1 | 8.1 | 3.0 | 115.4* | 4.2 | -26.4 | 1.3 | 9.8 | -0.1 | 1.1
Cc1ccc(CN2CCSc3ccc(C(=O)N4CCN(c5cc(C)ccc5C)CC4)cc32)cc1 | 0.6 | 2.9 | . | 2.2 | -1.6 | 0.3 | 8.1 | 3.0 | 0.0
CCC(CC)C(=O)Nc1ccc(S(=O)(=O)N2CCC(c3nc4ccccc4s3)CC2)cc1 | -0.7 | 16.3 | . | -3.2 | -6.9 | 0.0 | -15.8 | 0.0 | 0.6
N#Cc1ccccc1S(=O)(=O)N1CCC(C(=O)NCc2ccccc2CN2CCCC2)CC1 | 0.0 | 5.4 | -10.5 | 0.5 | 9.7 | 1.6 | 0.0 | -16.0 | 0.2
CCN(CC)c1ccc(N2C(=O)/C(=C\c3cccnc3)SC2=S)cc1 | 4.5 | -10.8 | -7.7 | 1.4 | -2.8 | 0.2 | -1.8 | 7.1 | -0.3
COc1ccccc1CNC(=O)COC(=O)c1cc(C)oc1C | 4.9 | -0.7 | -2.3 | -1.9 | 11.4 | -0.9 | -0.4 | 6.0 | -1.1
CCN(Cc1ccccc1)C(=O)C1CCN(c2ncnc3c2nc2n3CCCCC2)CC1 | 1.0&0.4 | 3.7&4.1 | 7.0 | 1.0&-2.8 | 0.4&1.5 | -0.6&-1.0 | -17.7&-1.3 | -19.1&-3.1 | -1.2&-0.2
CCc1noc(C)c1C(=O)N1CCN(c2cccc(C)c2C)CC1 | 4.1 | -1.5 | 0.2 | -6.1 | 5.8 | 0.1 | -6.2 | -30.5* | -0.1
CNCc1ccccc1OCc1ccc(F)cc1 | 8.4 | 3.1 | 5.3 | -12.1 | 2.7 | -0.4 | -8.8 | 3.0 | -3.3
COc1ccc(CNC(=O)CNC(=O)CNS(=O)(=O)c2ccc(C)c(C)c2)cc1 | 2.8 | -5.5 | 7.5 | . | 2.3 | -1.2 | 10.7 | 9.7 | 0.0
COc1ccc2[nH]c(=O)c(CN(C(=O)C3CCCO3)c3cccc(C)c3)cc2c1 (stereo not drawn) | 2.7 | 3.9 | -11.1 | -6.8 | 1.8 | -0.1 | . | -14.9 | -1.4
CCc1nc2nc(C)cc(Nc3cc(Cl)ccc3C)n2n1 | -0.2 | 9.3 | . | -0.7 | -2.4 | -1.0 | -10.1 | 12.6 | -1.5

One compound at a time (already shown). Values in the order: D1 ag | TRHR PAM | D2 antag | D1 PAM | D2 potentiator | TRHR ag | RXFP1 antag | D1 antag | D2 agonist
COc1ccc(CNC(=O)CNC(=O)CNS(=O)(=O)c2ccc(C)c(C)c2)cc1 is listed with 2.8 | -5.5 | 7.5 | . | 2.3 | -1.2 | 10.7 | 9.7 | 0.0
CCOc1nc(NCc2ccco2)nc(Nc2ccc(OC)cc2)n1 is listed with 3.5 | 7.6 | -10.3 | -5.2 | -6.7 | -3.1 | -4.7 | 1.5 | -0.5
Cc1cccc(NC(=O)c2cc3n(n2)C(C(F)(F)F)CC(C2CC2)N3)c1C (stereo not drawn) is listed with 5.0 | -5.5 | -6.0 | 5.7 | -1.4 | 0.1 | -6.8 | -0.2 | -0.6
CCc1noc(C)c1C(=O)N1CCN(c2cccc(C)c2C)CC1 is listed with 4.1 | -1.5 | 0.2 | -6.1 | 5.8 | 0.1 | -6.2 | -30.5* | -0.1

Source: PubChem
